Screening results: PubChem BioAssay, The Scripps Research Institute Molecular Screening Center
SIAE primary = human SIAE inhibitors, primary screen, biochemical, fluorescence polarization, FP-Rh probe, 1536-well HTS; 0.69% of 370,000 active; SIAE FP-Rh probe binding; Sialate O-acetylesterase (Homo sapiens), Q9HAT2; AID 1053197, 2014; inhibition, % at 9.66 µM;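 active = inhibition above a cutoff: mean of compounds within the control limits plus 3 SD of those, cut at about 17% in these data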;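 also: 0% = plate median of compound wells and 100% = probe without SIAE protein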
Target sequence (Q9HAT2 whole entry, looked up): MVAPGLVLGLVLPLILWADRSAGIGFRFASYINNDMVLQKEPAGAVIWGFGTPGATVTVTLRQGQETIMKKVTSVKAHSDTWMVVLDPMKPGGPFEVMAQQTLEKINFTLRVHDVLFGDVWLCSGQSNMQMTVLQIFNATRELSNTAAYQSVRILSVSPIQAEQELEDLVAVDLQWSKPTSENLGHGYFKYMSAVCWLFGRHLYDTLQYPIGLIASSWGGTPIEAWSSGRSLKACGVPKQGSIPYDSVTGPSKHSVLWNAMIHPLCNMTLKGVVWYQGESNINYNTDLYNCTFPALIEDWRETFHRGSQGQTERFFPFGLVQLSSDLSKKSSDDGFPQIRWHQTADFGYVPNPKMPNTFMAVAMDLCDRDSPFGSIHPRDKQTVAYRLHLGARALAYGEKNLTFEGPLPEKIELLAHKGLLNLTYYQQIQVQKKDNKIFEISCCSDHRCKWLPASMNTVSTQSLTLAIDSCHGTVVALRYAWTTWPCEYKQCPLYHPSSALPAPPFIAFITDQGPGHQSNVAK
ABHD4 inh = ABHD4 inhibitors, primary screen, biochemical, fluorescence polarization, mouse; purified mABHD4, FP-Rh probe fluorescence polarization; (Lyso)-N-acylphosphatidylethanolamine lipase (Mus musculus), Q8VD66; inhibition, % at 8.92 µM; 0.54% of 370,000 active; AID 720543, 2013;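 active = inhibition exceeding the mean over every tested compound plus 3 SD, cut at about 30% in these data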;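 also: 0% = plate median of compound wells and 100% = S159A mutant with DMSO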
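Assay system: mouse ABHD4 enzyme, wild type / Also added: fluorescent activity-based probe FP-Rh / Doses: single nominal dose of 8.92 µM, 0.89% DMSO final / Timing: 45 min compound pre-incubation plus 60 min probe step, 25 °C / Signal: FP readout, ex 525 nm / em 598 nm / Control set: S159A mutant/DMSO as 100%, compound-well median as 0%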
UHRF1 binding = UHRF1 methylated DNA binding inhibitors, primary screen, counter-screen for MBD2 inhibitor project, biochemical, TR-FRET, human UHRF1, single concentration | E3 ubiquitin-protein ligase UHRF1 (Homo sapiens), Q96T88 | 0.75% of 370,000 active | AID 687016, 2013 | UHRF1 binding to methylated oligo | inhibition, % at 4.4 µM; in the data active = inhibition above about 21%;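 also: UHRF1 SRA domain binding a hemimethylated CpG hairpin DNA probe; 0% = median of test compound wells and 100% = reference inhibitor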
HTRA1 inh = HTRA1 serine protease inhibitors, primary screen, biochemical, fluorescence polarization, HTS; inhibition, % at 5.96 µM; recombinant HTRA1, FP-rhodamine activity-based probe; 0.5% of 340,000 active; Q92743; in the data active = inhibition above about 36%;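 also: 0% = enzyme with DMSO and 100% = wells lacking enzyme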
PRMT1 inh = PRMT1 methyltransferase inhibitors, primary screen, biochemical, fluorescence polarization; recombinant PRMT1, activity-based probe fluorescence polarization; Protein arginine N-methyltransferase 1 (Homo sapiens), Q99873; AID 652257, 2013; inhibition, % at 2.79 µM; 1.3% of 370,000 active;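 active = inhibition above about 21% made by adding two undisclosed values, limit read from the data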
TCR-CD3 inh = inhibitors of human TCR-CD3 interaction, primary screen, biochemical, fluorescence, TAMRA-labeled TCR probe; T-cell receptor (TCR); inhibition, % at 9.4 µM; 0.37% of 360,000 active; in the data active = inhibition above about 19%;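 also: recombinant mutant TCR 2C K166C tagged with TAMRA read by polarization; 0% = receptor in buffer alone and 100% = receptor with positive control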
DDE Tn7 FP inh = inhibitors of Tn7 peptide binding to fibrin DD(E), primary screen, biochemical, fluorescence polarization, human fibrin, Tn7 probe; Fibrinogen beta chain (Homo sapiens), P02675; FP displacement of FITC-Tn7 peptide from fibrin DD(E); 0% = median of compound wells per plate; inhibition, % at 8.3 µM; 0.13% of 370,000 active; AID 720508, 2013;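 active = inhibition above the mean of compounds falling within the control limits plus 3 SD of them, cut at about 14% in these data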;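 also: 0% = plate median of compound wells and 100% = 10 µM Aha-Tn7 peptide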
Target sequence (P02675 whole entry, looked up): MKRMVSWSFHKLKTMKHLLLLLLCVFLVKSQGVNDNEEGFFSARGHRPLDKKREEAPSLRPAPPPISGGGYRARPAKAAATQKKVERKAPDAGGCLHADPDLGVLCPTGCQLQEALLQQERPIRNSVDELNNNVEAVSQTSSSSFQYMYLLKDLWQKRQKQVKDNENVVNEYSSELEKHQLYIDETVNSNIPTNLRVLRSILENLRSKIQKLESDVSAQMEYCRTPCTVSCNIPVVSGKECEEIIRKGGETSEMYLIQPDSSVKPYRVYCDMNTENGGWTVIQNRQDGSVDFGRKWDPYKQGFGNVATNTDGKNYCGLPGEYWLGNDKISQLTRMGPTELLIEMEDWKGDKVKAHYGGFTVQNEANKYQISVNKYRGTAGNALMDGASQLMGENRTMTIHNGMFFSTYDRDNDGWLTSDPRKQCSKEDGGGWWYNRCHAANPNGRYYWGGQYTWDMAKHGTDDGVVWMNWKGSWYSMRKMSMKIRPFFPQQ
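system = human fibrin DD(E) protein | quantity = DD(E) 2 µM final | medium = Tris/NaCl/CaCl2 buffer, pH 7.8 | also added = labelled Tn7 tracer, 0.1 µM | compound dosing = single point at 8.3 µM | timing = compound with protein 10 min, then 3 h after probe, room temperature | signal = FP measurement | benchmarks = Aha-Tn7 high control | repeats = one replicate per compound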
TDP2 absorb = human TDP2 enzyme inhibitors, primary screen, biochemical, epi absorbance, recombinant enzyme; inhibition, % at 12.8 µM; Tyrosyl-DNA phosphodiesterase 2 (Homo sapiens), O95551; T5PNP hydrolysis, p-nitrophenol absorbance 415 nm; 0.34% of 370,000 active;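 active = inhibition above the mean of all tested compounds plus 3 SD, set per campaign, cut at about 25% in these data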;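 also: 0% = DMSO with enzyme and 100% = buffer with substrate but no TDP2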
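Test system: Human TDP2 enzyme | Reagent: 5 mM T5PNP | Compound dosing: 12.8 µM single point, 1% DMSO | Incubation: Enzyme reaction with compound for 2 h at 37 °C | Technique: p-Nitrophenol epi absorbance | Read-out: % inhibition relative to enzyme-containing and enzyme-free wells | Benchmarks: High control without enzyme, low control DMSO plus TDP2 | Replicates: Singlicate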
PG9 Ab binder = binders of HIV-1 gp120 antibody PG9, primary screen, biochemical, TR-FRET; HIV-1 gp120 / PG9 antibody interaction; TR-FRET gp120-PG9 antibody binding; inhibition, % at 6.7 µM; 0.43% of 360,000 active; in the data active = inhibition above about 8.5%
LEDGF integ inh = blockers of LEDGF/p75-dependent integrase strand transfer – biochemical, TR-FRET, high throughput, primary screen | AID 743269, 2014 | inhibition, % at 3.7 µM | TR-FRET IN-LEDGF/p75 DNA integration, Eu/Cy5 | 0.64% of 370,000 active | HIV-1 integrase (with human LEDGF/p75);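 active = inhibition above the screen-wide mean plus 3 SD, cut at about 13% in these data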;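 also: signal is the Cy5 over europium emission ratio at 671 and 618 nm; 0% = plate median of compound wells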
Starred values were filed as active, the others as inactive; . = no result given.

Every second line gives: SIAE primary, ABHD4 inh, UHRF1 binding, HTRA1 inh, PRMT1 inh, TCR-CD3 inh, DDE Tn7 FP inh, TDP2 absorb, PG9 Ab binder, LEDGF integ inh
> CC(=O)Nc1ccc(S(=O)(=O)NCC(=O)OCC(=O)N2CCc3ccccc32)cc1
 : -11, -15, 3, -1, -5, 9, 8, -21, -1.2, 1
> Cc1ccc(NC(=O)N(Cc2cccnc2)Cc2ccco2)cc1C
 : -2, 0, -3, 2, -3, 3, -6, -3, -0.7, 1
> C#CCCN([C@H](C(=O)OC)C(C)C)S(=O)(=O)c1ccc(F)cc1Br
 : 0, -7, -1, ., 2, ., -4, -10, ., -3
> COc1ccc(/C=C\c2cc(OC)c(OC)cc2CC[N+](C)(C)C)cc1OC
 : 10, -2, -3, 7, 2, -5, -2, -2, -1.9, -3
> COc1ccccc1C(=O)NC(=O)COC(=O)CN1C(=O)NC2(CCCCC2C)C1=O (configuration not stated)
 : -6, 0, 1, 3, -2, 3, 9, -1, 0.5, 3
> COc1cc(Cl)c(C)cc1NC(=S)NN
 : 8, -1, -3, 4, 0, 4, -3, 10, 0.0, 2
> O=C(CCc1ccccc1)N[C@H]1[C@H](OCc2ccccc2)CCC[C@@]12C(=O)N(Cc1ccccc1)c1ccc(-c3ccccn3)cc12
 : 2, 3, 5, ., 0, ., -7, -4, ., 2
> COc1ccccc1-c1cnn2c(NCc3ccccc3)cc(C)nc12
 : 7, 2, -1, 1, 1, 8, 4, 9, -1.9, 2
> CN(N=Cc1ccccc1O)c1ccc2ccccc2n1
 : 6, 7, 4, 6, 5, 20*, 0, 7, -1.3, 2
> O=[N+]([O-])c1ccc(N2CCOCC2)c(S(=O)(=O)N2CCOCC2)c1
 : -1, 3, 0, 6, -2, 8, -6, -13, -1.4, 0
> CCCCCCCCCCCCN1[C@@H](CC(C)=O)c2cc(C(F)(F)F)ccc2S1(=O)=O
 : -6, 4, -1, -1, -1, 4, -8, 6, -0.7, 1
> Cc1nn(Cc2ccccc2)c(C)c1C(=O)N1CCN(CC(=O)Nc2ccc(F)cc2)CC1
 : 0, 2, 0, 2, 1, -3, 0, 3, 0.3, -3
> CC(=O)c1ccc(N=c2scc(C)n2C(C)C)cc1
 : 14, -6, 0, 5, 1, 4, 0, 5, -2.4, 3
> Cc1cc(C=O)c(O)cc1O
 : 7, -6, -2, 4, -3, 5, -2, 11, -0.2, -1
> O=c1[nH]c2cccnc2n(CCNc2ncc(C(F)(F)F)cc2Cl)c1=O
 : 0, -4, -1, -3, -2, 0, 3, 3, -0.7, 3
> Cc1nc(-c2cccc(NC(=O)c3ccc(Cl)c(S(=O)(=O)N4CCCC4)c3)c2)cs1
 : -68, -42, -1, -53, -1, -2, 0, -2, 0.7, 3
> CN1C(=O)[C@@](O)(c2cn(C)c3ccccc23)c2ccccc21
 : -1, 6, 1, ., 0, 0, -8, 0, -1.8, 1
> Cc1ccc(C(=O)N2CCOCC2)c(F)c1F
 : 1, 0, 0, -7, 0, 0, -2, -6, -0.5, -5
> O=C(Nc1cccc(/C=C/c2ccccn2)c1)c1cc(Cl)ccn1
 : -7, -19, -3, -51, 1, 1, -3, 6, -3.1, -2
> CCOC(=O)C(CC)Sc1ncnc2nc[nH]c12 (configuration not stated)
 : 0, 4, -2, 1, -4, 4, 3, 0, -1.0, -4
> O=C(CSc1nc2nn(-c3ccccc3)c(=O)c-2c2n1CCCCC2)Nc1cccc(F)c1
 : 1, 4, 0, -2, 0, 4, -9, 6, -2.3, 1
> Cc1ccccc1NC(=O)C(=O)NCCCN1CCOCC1
 : -3, -12, 7, -2, 0, -1, -2, -2, 0.5, 3
> CC(Sc1nnc(N)s1)c1ccccc1Cl (configuration not stated)
 : -5, -1, -1, 3, 2, 1, 10, 6, 0.6, -3
> O=C1c2ccccc2C(=O)N1c1cccnc1
 : -6, -5, 1, 1, 5, -6, 3, -5, 1.3, -4
> CC(OC(=O)c1cccc(-n2cnnn2)c1)c1nc2ccccc2c(=O)[nH]1 (configuration not stated)
 : -7, -5, 1, 3, 0, -5, -4, -8, -0.9, 2
> NS(=O)(=O)c1ccc(NC(=O)c2ccc(COc3ccccc3)o2)cc1
 : -7, -10, 0, -12, -2, 7, -1, -13, 1.2, 0
> C=C(C)C(=O)Nc1cccc(C2=NOC3(C2)C[C@@H](C(N)=O)N(C(=O)/C(C)=C/C)C3)c1 (some centres not stated)
 : -21, -1, 89*, 2, 2, 1, 0, 5, 1.0, 39*
> Cc1noc(C)c1S(=O)(=O)Nc1ccc(C(=O)N2CCc3ccccc3C2)cc1
 : 2, 2, 1, 1, 2, 10, -1, 4, 1.6, 0
> CN(C)CCNC(=O)C(=O)C1C(=O)Nc2ccccc21 (configuration not stated)
 : 4, 6, -2, ., 1, -5, 4, 14, 0.8, -1
> CN(CC1CCN(CCc2cccc(C(F)(F)F)c2)CC1)C(=O)c1ccc(F)cc1
 : -1, 5, -2, -1, -4, -2, -10, -3, -0.5, 7

Reformatted bar-delimited: part of the list above
molecule | SIAE primary | ABHD4 inh | UHRF1 binding | HTRA1 inh | PRMT1 inh | TCR-CD3 inh | DDE Tn7 FP inh | TDP2 absorb | PG9 Ab binder | LEDGF integ inh
Cc1nc(-c2cccc(NC(=O)c3ccc(Cl)c(S(=O)(=O)N4CCCC4)c3)c2)cs1 | -68 | -42 | -1 | -53 | -1 | -2 | 0 | -2 | 0.7 | 3
CN1C(=O)[C@@](O)(c2cn(C)c3ccccc23)c2ccccc21 | -1 | 6 | 1 | . | 0 | 0 | -8 | 0 | -1.8 | 1
Cc1ccc(C(=O)N2CCOCC2)c(F)c1F | 1 | 0 | 0 | -7 | 0 | 0 | -2 | -6 | -0.5 | -5
O=C(Nc1cccc(/C=C/c2ccccn2)c1)c1cc(Cl)ccn1 | -7 | -19 | -3 | -51 | 1 | 1 | -3 | 6 | -3.1 | -2
CCOC(=O)C(CC)Sc1ncnc2nc[nH]c12 (configuration not stated) | 0 | 4 | -2 | 1 | -4 | 4 | 3 | 0 | -1.0 | -4
O=C(CSc1nc2nn(-c3ccccc3)c(=O)c-2c2n1CCCCC2)Nc1cccc(F)c1 | 1 | 4 | 0 | -2 | 0 | 4 | -9 | 6 | -2.3 | 1
Cc1ccccc1NC(=O)C(=O)NCCCN1CCOCC1 | -3 | -12 | 7 | -2 | 0 | -1 | -2 | -2 | 0.5 | 3
CC(Sc1nnc(N)s1)c1ccccc1Cl (configuration not stated) | -5 | -1 | -1 | 3 | 2 | 1 | 10 | 6 | 0.6 | -3
O=C1c2ccccc2C(=O)N1c1cccnc1 | -6 | -5 | 1 | 1 | 5 | -6 | 3 | -5 | 1.3 | -4
CC(OC(=O)c1cccc(-n2cnnn2)c1)c1nc2ccccc2c(=O)[nH]1 (configuration not stated) | -7 | -5 | 1 | 3 | 0 | -5 | -4 | -8 | -0.9 | 2
NS(=O)(=O)c1ccc(NC(=O)c2ccc(COc3ccccc3)o2)cc1 | -7 | -10 | 0 | -12 | -2 | 7 | -1 | -13 | 1.2 | 0

Following part:
Every second line gives: SIAE primary, ABHD4 inh, UHRF1 binding, HTRA1 inh, PRMT1 inh, TCR-CD3 inh, DDE Tn7 FP inh, TDP2 absorb, PG9 Ab binder, LEDGF integ inh
> O=C(N(c1ccccc1)c1ccccc1)N(c1ccccc1)c1ccccc1
 : -7, -39, 5, ., 1, -8, -3, -5, 1.6, 4
> CN(c1ccccc1C(=O)Nc1cccc(Cl)c1Cl)S(C)(=O)=O
 : -8, -1, -2, -2, -4, 2, 0, 5, 3.5, 0
> CCCn1nnc(NC(=O)Cc2ccccc2)n1
 : 4, -1, 4, 9, -2, 6, 6, -15, 2.0, 2
> COc1cc(=O)[nH]c(=O)n1CC(=O)c1ccccc1
 : -1, -6, -1, 2, 0, 2, -9, -10, -0.8, 4
> NNC(=O)c1ccc(S(=O)(=O)N2CCc3ccccc32)cc1
 : -1, -2, 1, -10, -7, -8, -4, 10, -1.9, 4
> CCn1c(SCC(=O)N/N=C/c2ccccc2OCC(=O)O)nnc1-c1ccc(C)cc1
 : 3, 2, -3, 6, 3, -3, -3, 6, 0.4, -4
> Nc1ncccc1OCc1cccc(C(F)(F)F)c1
 : 5, -1, 0, -1, -3, 0, 1, 3, -1.4, -3
> CC1=CC(=C2N=C(c3ccccc3)OC2=O)C=C(C)O1
 : -3, -2, 3, 5, -2, -2, 2, 9, -3.6, -4
> CCCc1n[nH]c(=S)n1Cc1ccco1
 : -4, -3, 5, 2, 16, -10, -2, -15, 0.1, -1
> COc1ccc(OC)c(-c2nc(C(=O)NC3CCN(Cc4ccccc4)CC3)cc3c2[nH]c2ccccc23)c1
 : -32, -12, -1, -75, -2, 9, -3, -1, -2.0, 0
> O=C(CN(CCc1ccccc1)C(=O)c1csnn1)NCc1ccc(F)cc1
 : 0, -6, 1, 1, 2, 5, 4, 2, 0.3, -3
> Cc1ccc(C(=O)CCC(=O)Nc2cccc(C(F)(F)F)c2)cc1C
 : -9, -20, -1, -25, 4, -5, -2, -13, 0.0, -5
> CCC(=O)N1CCN(c2ccc(NC(=O)c3c(F)c(F)c(OC)c(F)c3F)cc2)CC1
 : 1, 0, 0, 3, 2, 7, -8, 2, -3.1, -1
> O=C1NCCN1CCNS(=O)(=O)c1ccc(F)c(Cl)c1
 : -6, -1, 1, 0, 6, -2, 2, 4, 0.1, 2
> N/C(=N\OC(=O)CC1CCCCC1)c1ccc(Br)cc1
 : -1, -5, -1, -4, 3, 8, 0, 1, -1.7, 0
> N/C(=N\OC(=O)Cc1ccccc1[N+](=O)[O-])c1ccccn1
 : 2, 0, 2, -2, 0, 9, -1, 10, -2.2, 3
> NS(=O)(=O)c1ccc(CCNC(=O)/C=C/c2cccc([N+](=O)[O-])c2)cc1
 : 1, -1, -1, 7, 1, 4, -6, -10, -4.0, 4
